# CHRM5 agonist = agonists of human muscarinic M5 receptor (CHRM5) | CHO-K1 hM5 cells, Fluo-8 calcium fluorescence; 0% DMSO wells, 100% maximal acetylcholine response | activation, % at 3 µM | actives 0.19% (n = 360,000) | AID 624037;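 active = activation above the run's mean over test compounds plus 3 SD, cut at about 23% in these data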;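 also: signal is peak over basal fluorescence ratio across the kinetic read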
# Target sequence (P08912 whole entry, looked up): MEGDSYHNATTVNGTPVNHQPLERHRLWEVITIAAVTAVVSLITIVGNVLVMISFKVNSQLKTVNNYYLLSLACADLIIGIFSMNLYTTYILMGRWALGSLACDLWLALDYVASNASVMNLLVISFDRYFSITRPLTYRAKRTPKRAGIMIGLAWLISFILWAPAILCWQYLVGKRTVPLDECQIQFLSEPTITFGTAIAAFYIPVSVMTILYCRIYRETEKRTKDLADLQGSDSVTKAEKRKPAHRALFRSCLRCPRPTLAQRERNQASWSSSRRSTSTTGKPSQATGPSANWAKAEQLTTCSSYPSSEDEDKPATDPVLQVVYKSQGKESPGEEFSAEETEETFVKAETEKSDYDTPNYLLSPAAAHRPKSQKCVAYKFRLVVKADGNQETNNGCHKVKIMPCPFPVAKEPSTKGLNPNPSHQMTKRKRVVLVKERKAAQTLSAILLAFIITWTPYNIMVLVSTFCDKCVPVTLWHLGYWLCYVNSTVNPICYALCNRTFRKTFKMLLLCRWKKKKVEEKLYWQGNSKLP
# CHO-K1 Ca antag = M1 antagonist counterscreen hit in parental CHO-K1 cells | ATP-induced calcium, Fluo-8 fluorescence | inhibition, % at 3 µM | actives 0.6% (n = 360,000) | AID 602250;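 active = inhibition above a per-plate cutoff, the plate's mean sample inhibition plus 3 SD, cut at about 24% in these data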;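 also: 0% = DMSO plus EC80 ATP and 100% = DMSO alone without ATP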
# CHRM4 antagonist = CHRM4 antagonism in calcium assay; P08173; inhibition, % at 3 µM; CHO-hM4 cells, ACh EC80, Fluo-8 calcium fluorescence; actives 0.73% (n = 360,000);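 active = inhibition above its plate's cutoff, the mean inhibition of sample wells plus 3 SD, cut at about 27% in these data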;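 also: 0% = acetylcholine EC80 with DMSO and 100% = DMSO without agonist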
# Target sequence (P08173 whole entry, looked up): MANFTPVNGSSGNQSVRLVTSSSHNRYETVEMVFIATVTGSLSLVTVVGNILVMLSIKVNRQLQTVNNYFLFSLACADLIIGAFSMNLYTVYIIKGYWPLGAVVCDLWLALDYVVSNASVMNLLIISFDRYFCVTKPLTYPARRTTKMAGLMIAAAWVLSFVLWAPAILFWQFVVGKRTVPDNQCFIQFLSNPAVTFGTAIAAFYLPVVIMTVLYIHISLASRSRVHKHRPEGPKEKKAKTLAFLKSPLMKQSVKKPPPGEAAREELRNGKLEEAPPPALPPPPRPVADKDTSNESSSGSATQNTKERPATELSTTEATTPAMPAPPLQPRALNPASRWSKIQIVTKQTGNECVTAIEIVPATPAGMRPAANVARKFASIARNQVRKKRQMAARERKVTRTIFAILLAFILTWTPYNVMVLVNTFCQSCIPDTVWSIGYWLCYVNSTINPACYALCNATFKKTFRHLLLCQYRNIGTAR
# CHRM4 agonist = CHRM4 agonism in calcium assay; P08173; CHO-K1 hM4/Gqi5, Fluo-8 calcium fluorescence; vehicle 0%, full acetylcholine response 100%; activation, % at 3 µM; actives 0.14% (n = 360,000); AID 624127;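 active = activation above the run mean over all test wells plus 3 SD, cut at about 32% in these data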;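 also: peak over basal fluorescence ratio per well then scaled between controls; 0% = DMSO wells and 100% = acetylcholine at EC100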
# CHO-K1 Ca PAM = M1 PAM counterscreen hit in parental CHO-K1 cells; ATP EC20, Fluo-8 calcium fluorescence; 0% at ATP EC20, 100% at ATP max; activation, % at 3 µM; actives 0.02% (n = 360,000); AID 602247;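 active = activation above the run cutoff, the mean activation of all test compounds plus 3 SD, cut at about 40% in these data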;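 also: peak over basal fluorescence ratio in a 140 s read after ATP addition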
# CHO-K1 Ca ag = M1 agonist counterscreen hit in parental CHO-K1 cells; Fluo-8 calcium fluorescence; scaled to maximal ATP response, vehicle zero; activation, % at 3 µM; actives 0.48% (n = 360,000); in the data active = activation above about 15%;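 also: untransfected CHO-K1 host cells lacking M1 receptor as counterscreen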
# CHRM5 antagonist = antagonists of human muscarinic M5 receptor (CHRM5) | CHO-hM5 cells, Fluo-8 calcium fluorescence, ACh EC80 | actives 0.59% (n = 360,000) | inhibition, % at 3 µM | P08912;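 active = inhibition above a per-plate cutoff, the mean of that plate's test compounds plus 3 SD, cut at about 27% in these data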;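 also: 0% = acetylcholine EC80 with DMSO and 100% = DMSO without agonist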
# CHRM4 PAM = CHRM4 positive allosteric modulation. CHO-K1 hM4/Gqi5, Fluo-8 calcium fluorescence, ACh EC20; 0% = ACh EC20, 100% = maximal ACh. activation, % at 3 µM. AID 624126. actives 0.4% (n = 360,000);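 active = activation above its plate's cutoff, the mean activation of sample wells plus 3 SD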; also: some results filed as inactive read as strong as hits
# M5 PAM = positive allosteric modulators of human muscarinic M5 receptor; activation, % at 3 µM; P08912; actives 0.3% (n = 360,000); CHO-K1 hM5, Fluo-8 calcium, ACh EC20 PAM; 0% = ACh EC20, 100% = ACh EC100;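 active = activation above the run cutoff, the mean activation of all test compounds plus 3 SD, cut at about 18% in these data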
#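 Replicates: One well per compound, no replicates | System: Human M5 receptor in CHO-K1 cells | Benchmarks: Low control EC20 acetylcholine (0%), high control EC100 acetylcholine (100%) | Probe or stimulus: Acetylcholine, EC20 level | Times: Fluo-8 loading 80 min at 37 °C plus 30 min room temperature | Signal: Intracellular calcium via Fluo-8 fluorescence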
# The depositor's hits bear a star.
SMILES,CHRM5 agonist,CHO-K1 Ca antag,CHRM4 antagonist,CHRM4 agonist,CHO-K1 Ca PAM,CHO-K1 Ca ag,CHRM5 antagonist,CHRM4 PAM,M5 PAM
CCOC(=O)CSc1nc2ccc(N3CCOCC3)cc2c(=O)n1Cc1ccccc1,-2.9,2.4,7.2,1.7,10.3,0.8,6.1,-10.9,-15.8
O=C(c1ccccc1)c1ccc(Cn2cc(CCCO)nn2)cc1,9.8,-13.5,7.1,10.1,1.3,10.0,10.6,-0.3,-6.1
CC(=O)Nc1cccc2c1OCCO2,-1.3,2.1,2.4,0.5,4.4,-0.1,-1.9,-1.1,-1.6
CC(=O)Nc1cccc(C(=O)Nc2ccc(S(=O)(=O)N3CCCCC3)cc2)c1,2.7,-2.8,-1.4,4.6,1.9,1.0,-7.2,2.9,-3.7
CCCCn1c(N)c(N(CCOC)C(=O)c2ccc(N3C(=O)c4ccccc4C3=O)cc2)c(=O)[nH]c1=O,-1.4,-16.9,2.3,0.7,10.2,0.4,14.5,7.2,3.8
CC(c1ccccc1)n1c(-c2ccccc2F)n[nH]c1=S (configuration not stated),-14.4,10.9,-0.1,0.5,-19.4,-0.1,0.3,0.1,10.3
COc1ccc(Cn2cnc3c(NS(C)(=O)=O)c(C)c(C)cc32)cc1,1.7,-17.4,-10.3,1.3,7.4,-0.1,-4.2,3.5,-2.4
CCOC(=O)C1CCN(C(=O)c2cccs2)CC1,0.2,7.1,-7.0,1.8,-6.7,0.4,-4.0,14.2,-0.6
COCCN(C(=O)COC(=O)c1cnc(C)cn1)c1c(N)n(Cc2ccccc2)c(=O)[nH]c1=O,4.7,-5.8,-6.7,1.3,16.9,2.0,-6.8,12.1,2.5
Cc1ccc(CNC(=O)c2cc3c(=O)n(C)c4ccccc4c3n2C)o1,1.0,23.8*,-3.2,10.5,-14.3,2.1,-1.3,14.0,-7.2
Cc1cccc(C(=O)NC(=S)Nc2ccc(S(=O)(=O)N3CCN(C)CC3)cc2)c1,-4.5,-8.3,-3.3,3.3,20.7,2.2,-1.4,7.0,3.1
CS(=O)(=O)c1ccc(C(=O)Nc2ccc(S(=O)(=O)N3CCCCC3)cc2)cc1,0.9,-0.8,-3.1,3.7,16.2,1.3,-5.4,0.8,6.7
CC(c1ccccc1)c1nnc(NC(=O)Nc2ccccc2)s1 (configuration not stated),3.3,-3.0,-12.1,4.0,3.9,1.7,0.3,-1.1,-5.1
CN(Cc1ccccc1)c1oc(-c2ccco2)nc1C#N,-5.6,-2.9,-3.5,-0.5,20.6,0.3,-1.3,-0.9,7.3
CCn1c(NC(=O)C2CCCCC2)nc2ccccc21,0.4,-13.9,7.1,0.5,14.4,0.5,-1.1,8.3,1.5
CCOC(=O)C1CCCN(S(=O)(=O)c2cc3c(cc2Cl)NC(=O)CO3)C1 (configuration not stated),3.5,-10.0,7.1,2.9,16.3,1.1,0.5,-7.8,-4.1
COc1ccc(C(=O)N2CCC(n3c(C)nc4cc(F)ccc43)CC2)cc1,0.9,-12.9,-10.1,1.3,13.3,1.7,10.3,4.8,2.5
COc1ccccc1/C=C1\SC(=O)N(CCC(=O)NNC(=O)c2ccccc2Cl)C1=O,-0.5,-2.4,5.2,1.9,16.0,0.9,-6.5,-0.8,8.1
NC(=O)COC(=O)c1ccccc1OCc1ccc(Cl)cc1,-4.5,-5.0,0.9,2.0,10.6,0.2,0.6,2.2,4.1
C[C@@H](C(=O)Nc1ccc2ccccc2c1)[C@@H]1C[C@@]1(C)[C@@H](NC(=O)c1ccccc1)c1ccccc1,2.6,-13.9,1.3,0.7,-1.6,-0.3,6.6,8.1,-2.3
Cn1c(O)c(N=NC(=O)CNC(=O)c2cccnc2)c2ccccc21,-2.6,-15.2,-4.5,-1.9,17.6,0.8,15.7,0.9,4.4
Cc1ccc(S(=O)(=O)NC(=O)NCC2CCN(S(=O)(=O)c3ccccc3)CC2)cc1,-7.4,-3.0,-10.2,0.8,2.3,-0.2,-6.7,-1.9,5.6
CCC(=O)NN1CCN(c2ccncc2S(=O)(=O)N2CCCCC2)CC1,-2.6,-8.0,-7.6,2.8,-1.1,1.2,3.8,8.2,-6.2
COc1ccc(C(=O)Nc2ccc(N3CCN(C(=O)c4ccccc4C)CC3)cc2)cc1,1.9,-9.1,-3.7,9.4,9.7,6.4,1.5,6.6,-0.1
O=S(=O)(c1ccc(NCc2ccc(F)cc2)nc1)N1CCCC1,-9.2,-13.1,-10.1,5.7,-1.4,1.9,0.5,7.8,-6.0
SMILES,CHRM5 agonist,CHO-K1 Ca antag,CHRM4 antagonist,CHRM4 agonist,CHO-K1 Ca PAM,CHO-K1 Ca ag,CHRM5 antagonist,CHRM4 PAM,M5 PAM
Cc1ccc(N2CC(C(=O)Nc3nccs3)CC2=O)cc1 (configuration not stated),4.6,0.5,-2.8,1.0,-9.2,0.0,-9.5,6.9,4.0
CC(C)Oc1ccc(NC(=O)CCC(=O)O)cc1,2.6,17.8,2.8,-0.2,7.3,0.2,9.9,6.4,0.5
Cc1cc(NC(c2cccnc2)c2ccc3cccnc3c2O)no1 (configuration not stated),-3.3,0.2,13.5,0.5,-2.7,0.3,3.3,1.1,16.8
O=C(CCN1CCCCC1)Nc1ccccc1,-0.9,13.7,-3.2,0.8,-14.1,-0.2,-18.0,-1.5,6.1
O=C(Nc1cccnc1)c1cc(-c2ccc3c(c2)OCO3)on1,5.3,-17.8,-2.0,2.6,25.3,0.8,-6.7,3.1,9.8
COc1ccc(-c2nn(-c3ccccc3)cc2/C=C\C(=O)N2CCOCC2)cc1[N+](=O)[O-],-2.1,-7.9,1.2,5.3,21.2,1.6,6.7,-1.6,-1.3
CC(C)NC(=O)C1(C)CCCN1C(=O)c1cc(C#N)cs1 (configuration not stated),1.1,-0.7,-8.2,0.6,-6.5,0.5,-3.6,4.0,2.6
COc1cccc(-c2nc(CS(=O)CC(=O)NC3CCCC3)c(C)o2)c1 (configuration not stated),0.3,0.8,-6.5,0.6,11.3,0.1,-2.0,-1.6,0.6
CCCCN(C)c1nc(-c2ccco2)c2c(c1C#N)CC(C)(C)OC2,2.9,-10.8,-11.6,0.8,7.3,-0.1,3.9,5.7,-4.3
COc1ccc(/C=C/c2cc[n+](C(=O)Cc3ccccc3)cc2)cc1,-6.4,-7.5,-2.2,0.5,0.6,0.3,3.2,-4.6,5.7
O=C(CSc1ccc2ccccc2c1)NCc1cccs1,-1.9,-6.5,3.8,1.0,25.5,2.6,-6.0,-8.9,-0.8
CC(C)(Cc1ccc(O)cc1)NC(=O)CC(=O)N=Nc1c(O)[nH]c2ccc(Br)cc12,-2.7,-1.1,5.5,0.8,14.0,0.2,1.8,1.1,3.2
COc1ccc(-c2cc(C(=O)N3CCN(C(=O)c4ccco4)CC3)[nH]n2)cc1,1.1,-5.2,-10.0,7.7,-9.5,1.9,-22.2,1.4,0.4
O=C(NNC(=O)c1ccc(Cl)c(Cl)c1)c1cccnc1,-1.6,-5.5,8.2,1.2,11.7,1.3,-4.9,8.8,2.0
Cc1[nH]c2ccccc2c1C(=O)C(=O)Nc1ccc2c(c1)OCCO2,2.2,-5.2,1.4,10.0,4.7,4.0,14.8,-1.9,-6.9
COc1ccccc1OCCNC(=O)c1c(-c2ccccc2Cl)noc1C,-0.4,-11.0,2.3,2.6,-6.7,1.3,-5.7,-1.5,3.3
O=C(Cc1cc(=O)[nH][nH]1)N/N=C/c1c(F)cccc1Cl,-3.0,1.6,-6.1,0.7,11.0,-0.2,-3.8,-4.1,0.4
CS(=O)(=O)c1ccc2nc(NC(=O)C3CC(=O)N(c4ccccc4)C3)sc2c1 (configuration not stated),0.3,-14.3,8.2,1.5,16.7,2.6,-1.3,-0.6,2.5
COc1ccc(C(=O)C2CCCN(C(=O)c3cccc(Cl)c3F)C2)cc1OC (configuration not stated),1.6,4.1,3.5,8.2,-10.1,2.6,-3.2,-4.3,-0.4
CCOC(=O)c1cn(CC(=O)Nc2cccc(Cl)c2)nn1,1.2,16.3,-4.0,1.6,-11.2,0.0,-4.3,2.8,2.5
O=C(c1ccc(F)cc1)C(CN1CCOCC1)c1ccccc1 (configuration not stated),-3.9,0.5,4.5,-0.3,13.4,0.3,-3.2,0.3,5.3
CCn1c(COc2ccc3c(c2)OCO3)nnc1SCC(=O)c1ccc(Cl)cc1,-0.7,7.0,3.1,1.3,7.7,0.6,-1.5,0.9,2.7
C#CCNC(=O)C1=C[C@@H](C2CC2)[C@H](CCCO)[C@@H](OCC)O1,0.4,-11.4,-0.2,1.3,26.1,1.1,10.7,3.3,3.3
CN=C(Nc1cccnc1)c1cccc(C(F)(F)F)c1,1.6,-10.5,-7.2,2.4,5.8,2.5,0.9,3.9,0.4
CC1(C(=O)NCc2ccc(Cl)c(Cl)c2)Oc2ccccc2NC1=O (configuration not stated),6.6,3.4,4.5,3.1,19.1,2.4,9.8,-1.8,4.1

# Retrieved by compound from the entries so far:
SMILES,CHRM5 agonist,CHO-K1 Ca antag,CHRM4 antagonist,CHRM4 agonist,CHO-K1 Ca PAM,CHO-K1 Ca ag,CHRM5 antagonist,CHRM4 PAM,M5 PAM
CC(=O)Nc1cccc2c1OCCO2,-1.3,2.1,2.4,0.5,4.4,-0.1,-1.9,-1.1,-1.6
COCCN(C(=O)COC(=O)c1cnc(C)cn1)c1c(N)n(Cc2ccccc2)c(=O)[nH]c1=O,4.7,-5.8,-6.7,1.3,16.9,2.0,-6.8,12.1,2.5
CCOC(=O)c1cn(CC(=O)Nc2cccc(Cl)c2)nn1,1.2,16.3,-4.0,1.6,-11.2,0.0,-4.3,2.8,2.5
CC(C)Oc1ccc(NC(=O)CCC(=O)O)cc1,2.6,17.8,2.8,-0.2,7.3,0.2,9.9,6.4,0.5

# Going on with the list.
SMILES,CHRM5 agonist,CHO-K1 Ca antag,CHRM4 antagonist,CHRM4 agonist,CHO-K1 Ca PAM,CHO-K1 Ca ag,CHRM5 antagonist,CHRM4 PAM,M5 PAM
CCCCNc1ccc2nsnc2c1[N+](=O)[O-],-1.1,-1.3,-4.6,1.1,28.7,0.5,0.8,0.7,-4.4
O=C(COc1ccc2ccc(=O)oc2c1)Nc1nccs1,-0.2,-2.3,1.8,3.4,-12.1,1.7,-5.1,-1.5,-0.3
C/C(=N\NC(=O)CSc1nc(C)cc(C)n1)c1ccc([N+](=O)[O-])cc1,-1.0,-1.7,-0.7,1.6,5.1,0.1,-1.6,-4.8,4.8
O=C1/C(=C/c2ccsc2)N2CCC1CC2,-2.6,-7.1,5.1,9.6,8.6,2.3,11.5,-4.9,-4.1
COc1ccc(NC(=O)C2CCCN2S(=O)(=O)c2cccc3cccnc23)c(OC)c1 (configuration not stated),2.2,1.2,8.1,4.0,3.9,0.2,3.7,-5.0,-11.9
O=C(NC1CCCCC1)c1cc(-c2ccccc2Cl)on1,-1.4,-7.9,2.0,-0.8,3.0,0.7,11.1,-4.3,-1.4
CN(C)S(=O)(=O)Oc1ccccc1C(=O)Nc1ccccc1Cl,-2.2,10.4,-0.5,0.0,-6.8,-0.1,6.0,1.6,3.8
Cc1[nH]c2ccc(-c3nnc(SCC(=O)N4CCCc5ccccc54)o3)cc2c1C,2.2,-13.1,-0.5,0.5,12.1,0.1,-4.3,-1.6,-3.0
COc1cccc(NC(=O)C(C)OC(=O)CCCNC(=O)c2ccc(Cl)cc2)c1 (configuration not stated),-4.0,-7.5,-3.4,1.1,14.6,0.3,8.8,5.0,-2.0
CNc1ccc(S(=O)(=O)NC)cc1[N+](=O)[O-],-0.1,1.0,-12.0,1.1,1.6,-0.6,-5.7,14.9,-4.3

# Source: PubChem BioAssay
